# Screens: PubChem, several laboratories
# HEK293 NOD2/NF-kB – NOD2 signaling inhibitors, cell-based, luminescence, uHTS, HEK293 (AID 1566); HEK293 NOD2/NF-kB luciferase reporter, luminescence; higher % means a stronger effect; one-dose inhibition, % at 4 µM; EC50 in µM for titrated hits; 290,000 tested, 0.63% active; further: many of its hits are not listed in these tables
# KOR beta-arrestin-1 – KOR antagonists, beta-arrestin recruitment, cell-based, luminescence, uHTS (AID 1778); Kappa-type opioid receptor (Homo sapiens); KOR beta-arrestin recruitment, luminescence, antagonist mode; higher % means a stronger effect; inhibition, % at 10 µM; hits with a dose series show IC50 in µM; 290,000 tested, 0.091% active; further: strong numbers were not always called active
# GPR55 antagonists – GPR55 antagonists blocking LPI-driven arrestin recruitment, primary screen, imaging, U2OS, beta-arrestin-GFP, LPI agonist (AID 2013). 290,000 tested, 0.13% active. G-protein coupled receptor 55 (Homo sapiens). U2OS GPR55 beta-arrestin-GFP translocation imaging, LPI antagonism; higher % means a stronger effect. one-dose inhibition, % at 10 µM; IC50 in µM for titrated hits;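 active means spots per cell inhibited over 60%, with over 100 cells counted and total cytoplasm intensity under 500,000; inconclusive means wells with under 100 cells, flagged as likely toxic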;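 further: U2OS cells stably carrying GPR55 and arrestin-GFP stimulated by 5 µM LPI near EC80; imaged beta-arrestin-GFP aggregate spots per cell after agonist stimulation; plate controls were LPI-stimulated DMSO wells for no effect and DMSO wells without LPI for full effect; some results filed as inactive read as strong as hits; confirmed hits need IC50 under 10 µM and bright autofluorescent wells are also inconclusive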
# NOD1 NF-kB reporter – NOD1 signaling inhibitors, primary screen, cell-based, luminescence, uHTS (AID 1578). NOD1-driven NF-kB luciferase reporter cells, luminescence; higher % means a stronger effect. inhibition, % at 4 µM, or EC50 in µM where a hit was titrated. 290,000 tested, 1% active; in the data active means inhibition mostly above about 36%, no sharp cut-off; inactive means mostly below about 34%;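 further: HEK-293T reporter cells stimulated with the NOD1 agonist gamma-tri-DAP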
# NTR1 ag – agonists of NTR1, primary screen, imaging, U2OS cells, beta-arrestin-GFP, high content (AID 493036); Neurotensin receptor type 1 (Homo sapiens), P30989; NTR1-U2OS beta-arrestin-GFP spot imaging, agonist mode; activation, % at 20 µM; 330,000 tested, 0.17% active;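 active means activation at or above 40% of the spot to cytoplasm intensity ratio, with at least 20 cells analyzed; inconclusive means wells under 20 cells, flagged as cytotoxic or low count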;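 further: 0% = DMSO without peptide and 100% = 100 nM NTR1 peptide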
# Target sequence (P30989 whole entry, looked up): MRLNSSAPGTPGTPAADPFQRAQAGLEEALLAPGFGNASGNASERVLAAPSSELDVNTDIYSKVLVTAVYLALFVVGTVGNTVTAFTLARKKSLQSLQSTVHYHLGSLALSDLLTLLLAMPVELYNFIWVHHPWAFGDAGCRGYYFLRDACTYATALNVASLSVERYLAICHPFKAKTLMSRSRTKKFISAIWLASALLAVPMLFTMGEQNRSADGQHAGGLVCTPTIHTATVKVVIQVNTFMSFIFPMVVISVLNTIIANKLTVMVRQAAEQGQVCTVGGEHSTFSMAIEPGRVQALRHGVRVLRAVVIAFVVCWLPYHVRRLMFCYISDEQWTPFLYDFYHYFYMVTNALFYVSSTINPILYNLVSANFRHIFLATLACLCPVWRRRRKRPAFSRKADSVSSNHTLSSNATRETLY
# GPR55 activation – GPR55 agonists via beta-arrestin recruitment, primary screen, imaging, U2OS cells, beta-arrestin-GFP redistribution (AID 1961); G-protein coupled receptor 55 (Homo sapiens); activation, % at 10 µM; hits with a dose series show EC50 in µM; 290,000 tested, 0.048% active; U2OS GPR55 beta-arrestin-GFP redistribution imaging; higher % means a stronger effect;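 active means activation above 40% with more than 50 cells counted in the well; inconclusive means wells holding fewer than 50 cells, flagged as toxic or sparse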;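 further: U2OS osteosarcoma cells stably expressing GPR55 and beta-arrestin-GFP; plate controls were DMSO negative control for no effect and LPI positive control for full effect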
# KOR beta-arrestin-2 – KOR agonists, beta-arrestin recruitment, primary screen, cell-based, luminescence, uHTS (AID 1777); Kappa-type opioid receptor (Homo sapiens); KOR beta-arrestin recruitment, luminescence; higher % means a stronger effect; activation, % at 10 µM; hits with a dose series show EC50 in µM; 280,000 tested, 0.02% active; in the data active means activation above about 50%, passing the limit was not always enough; further: a part of the inactive calls stands beside numbers as strong as those of hits
# T cell modulator – modulators of CD8 T cell-vesicle binding, primary screen, mouse 2C CD8+ T cells, flow cytometry; 2C CD8+ T cell-vesicle binding; hits give low values; calls only at 7 µM; 330,000 tested, 0.068% active; AID 2052, 2009;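 active means response, share of CD8 T cells binding vesicles, and their 90th percentile fluorescence all below set limits, cut at about 80% in these data, passing the limit was not always enough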
#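 Assay system – 2C mouse CD8+ T cells · Also added – QL9-loaded Drosophila micro-vesicles · Timing – Cell–vesicle co-incubation 1.5 h at 37 °C, staining 20 min on ice · Signal – flow cytometry of vesicle-bound cells · Measure – percent CD8+ FL2 mean versus row control · Controls – Peptide-free naked vesicles (low) and QL9 vesicles with 0.7% DMSO vehicle (high)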
# Myeloid diff MLP – induction of myeloid progenitor differentiation, primary screen, cell-based, flow cytometry, MLPCN library. ER-HoxA9 myeloid progenitors, lysozyme-GFP differentiation. calls only at 10 µM. 360,000 tested, 1% active. AID 624256, 2012;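 active means normalized GFP-positive differentiation at or above the plate's own cutoff, the solvent-only control mean plus 3 SD; inconclusive means no clear call, values can overlap the other calls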;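 further: cells exposed to compound for four days before flow analysis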
# T cell modulator vesicle-bound % – also measured in T cell modulator; calls as there; double positive events, %; measured here: CD8+ vesicle-bound cell fraction;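 binding gate set so that unloaded-vesicle control wells show 10% double positive cells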
# NTR1 ag cell count 20 µM – recorded beside NTR1 ag, whose call it bears; cell count; measured here: cell count, cytotoxicity flag
# Myeloid diff MLP GFP+ MAC1+ % – second read-out of Myeloid diff MLP, no call of its own (marks repeat the call); GFP+ MAC1+ double positive, %; measured here: differentiation confirmed by MAC1 staining
# * hit, by the source's call; i = inactive; u = inconclusive; x = not tested or not shown; + = active, no number; [ ] = another dose, or the depositor's remark. Unless noted, no stated cut-off is given here; in the data, active means inhibition above about 50%; inactive means the rest. A portion of the library, so the mix of outcomes need not match the whole.
SMILES,HEK293 NOD2/NF-kB,KOR beta-arrestin-1,GPR55 antagonists,NOD1 NF-kB reporter,NTR1 ag,NTR1 ag cell count 20 µM,GPR55 activation,KOR beta-arrestin-2,T cell modulator,T cell modulator vesicle-bound %,Myeloid diff MLP,Myeloid diff MLP GFP+ MAC1+ %
CC1(C)Cc2cccc(C(=O)Nc3ccncc3)c2O1,4%,-13%,-8%,1%,-0.1,51,0.6%,1.7%,i,35,i,0.2
NS(=O)(=O)c1ccc(CCNC(=O)c2ccc[nH]c2=S)cc1,7%,8%,-3%,-6%,-0.6,82,0.0%,-0.8%,i,48,i,0.4
O=C(CN1CCCCCC1)Nc1ccc(S(=O)(=O)N2CCOCC2)cc1,0%,-4%[20 µM],8%,-19%,2.4,69,-0.1%,x,i,43,i,0.8
O=C(Nc1nc(-c2ccccn2)cs1)C1CC(=O)N(c2ccc3c(c2)OCCO3)C1 (stereo unspecified),12%,-9%,15%,-2%,0.3,83,-0.1%,13%,i,54,i,1.8
Oc1ccc(Cl)cc1-c1cc(-c2ccccc2Cl)[nH]n1,17%,11%,-5%,-3%,26,87,0.2%,4.3%,i,40,i,0.8
CC(C)CC1C(C#N)=C(N)SC(N)=C1C#N,-3%,-14%,-5%,-13%,-0.6,70,-0.1%,34%,i,50,i,0.8
CCOC(=O)/C(N=Nc1c(C)n(C)n(-c2ccccc2)c1=O)=C(\C)O,8%,9%,2%,-11%,0.9,49,0.1%,1.6%,i,22,i,0.5
COc1ccc(S(=O)(=O)N2CCC(n3cnc4cc(C(F)(F)F)ccc43)CC2)cc1,16%,-10%,10%,26%,0.7,102,-0.2%,11%,i,58,i,0.4
CCOc1ccc(-n2cnnn2)cc1S(=O)(=O)NCc1ccccc1,-2%,14%,3%,-29%,-0.3,53,-0.1%,2.0%,i,35,i,3.8
CCCCNCCCOc1ccc(C)cc1Br,-3%,-23%,10%,-44%,-3.0,82,-0.1%,-2.0%,i,41,i,0.3

# Full records, looked up by structure. Order of values: HEK293 NOD2/NF-kB, KOR beta-arrestin-1, GPR55 antagonists, NOD1 NF-kB reporter, NTR1 ag, NTR1 ag cell count 20 µM, GPR55 activation, KOR beta-arrestin-2, T cell modulator, T cell modulator vesicle-bound %, Myeloid diff MLP, Myeloid diff MLP GFP+ MAC1+ %
# COc1ccc(S(=O)(=O)N2CCC(n3cnc4cc(C(F)(F)F)ccc43)CC2)cc1 is entered as 16%, -10%, 10%, 26%, 0.7, 102, -0.2%, 11%, i, 58, i, 0.4
# CC1(C)Cc2cccc(C(=O)Nc3ccncc3)c2O1 is entered as 4%, -13%, -8%, 1%, -0.1, 51, 0.6%, 1.7%, i, 35, i, 0.2
# CCOc1ccc(-n2cnnn2)cc1S(=O)(=O)NCc1ccccc1 is entered as -2%, 14%, 3%, -29%, -0.3, 53, -0.1%, 2.0%, i, 35, i, 3.8
# CC(C)CC1C(C#N)=C(N)SC(N)=C1C#N is entered as -3%, -14%, -5%, -13%, -0.6, 70, -0.1%, 34%, i, 50, i, 0.8

# (continued)
SMILES,HEK293 NOD2/NF-kB,KOR beta-arrestin-1,GPR55 antagonists,NOD1 NF-kB reporter,NTR1 ag,NTR1 ag cell count 20 µM,GPR55 activation,KOR beta-arrestin-2,T cell modulator,T cell modulator vesicle-bound %,Myeloid diff MLP,Myeloid diff MLP GFP+ MAC1+ %
O=S(=O)(NCc1ccccc1)NCc1ccc(Cl)cc1Cl,-32%,-9%,-27%,-1%,1.9,92,0.0%,16%,i,50,i,0.6
COc1ccc(CN2CCC(n3nccc3NC(=O)CCOc3ccccc3)CC2)cc1C,9%,-23%,11%,7%,0.6,80,-0.1%,4.3%,i,61,i,1.0
CC(OC(=O)CCOc1ccccc1)C(=O)Nc1ccc(Cl)cn1 (stereo unspecified),11%,2%,-1%,-42%,0.3,101,0.3%,11%,i,25,u,x
COC(=O)c1c(-n2c(C)cc(C=O)c2C)sc2c1CCCC2,23%,15%,-23%,11%,3.4,40,-0.3%,-1.5%,i,34,i,1.4
CN1N=C(C(C)(C)C)CSC1=Nc1ccccc1,-8%,-4%,6%,-17%,0.8,41,0.2%,0.3%,i,56,i,0.6
Cc1nn(Cc2ccccc2)c2c1C(c1ccc(Cl)cc1)C(C#N)=C(N)O2 (stereo unspecified),2%,24%,-10%,-26%,1.8,41,0.6%,-4.5%,i,40,i,0.6
O=C(N/N=C/c1ccccc1)c1cc(=O)[nH]c2ccccc12,-3%,32%,3%,-22%,-1.0,52,0.1%,-1.3%,i,59,i,0.5
CCOc1cc2[nH]c(=S)n(C3CCN(Cc4ccccc4)CC3)c(=O)c2cc1OCC,7%,-19%,13%,-24%,9.7,66,0.4%,7.2%,i,65,i,0.4
Cn1c(C(=O)N2CCCc3ccccc32)cc2sccc21,-12%,6%,8%,4%,2.9,58,-0.1%,5.2%,i,32,i,14
CCC(CC)c1nnc(NC(=O)C2CC(=O)N(CCc3ccc(F)cc3)C2)s1 (stereo unspecified),8%,-21%,7%,-26%,0.5,54,1.0%,-5.0%,i,24,i,2.0
CC1(C)NC(=O)N(CC(O)COc2ccccc2C(=O)Nc2ccccc2)C1=O (stereo unspecified),-4%,21%,16%,-25%,1.5,69,-0.1%,-2.0%,i,31,i,0.7
COc1ccc(N(CC(=O)Nc2c(C)n(C)n(-c3ccccc3)c2=O)S(=O)(=O)c2ccccc2)cc1OC,-2%,-19%,3%,-43%,2.5,46,-0.2%,1.0%,i,40,i,0.5
Cc1csc(CN(C)C(=O)C2CCC(=O)N(CCN(C)C)C2)n1 (stereo unspecified),-3%,12%,-5%,-6%,-0.7,52,-0.1%,-4.1%,i,27,i,1.3
COc1ccc(-n2nc3c(c2NC(=O)CC(C)C)CS(=O)C3)cc1 (stereo unspecified),7%,-33%,10%,-16%,1.2,64,-0.2%,4.7%,i,10,i,7.3
COc1cccc(NC(=O)CN(c2cccc(OC)c2)S(C)(=O)=O)c1,13%,0%[20 µM],8%,-14%,-0.8,29,-0.1%,x,i,64,i,0.5
CCOc1ccccc1NC(=O)NC1(C(=O)N2CCOCC2)CCCCC1,10%,-20%,-4%,7%,-1.4,82,-0.2%,7.3%,i,33,i,0.9
Cn1cccc1/C=N/n1c(-c2ccc(C(C)(C)C)cc2)n[nH]c1=S,13%,-14%,25%,17%,5.6,47,0.0%,-0.8%,i,8,i,0.4
CCc1ccc(N2C(=O)c3ccc4c5c(ccc(c35)C2=O)CC4)cc1,4%,-6%,14%,15%,-1.1,96,0.3%,-0.5%,i,33,i,0.8
O=C(NNc1cc(Cl)cc(Cl)c1)C1CCC1,-17%,7%,2%,-14%,3.6,40,0.2%,0.4%,i,24,i,0.3
Cc1cnc(C(=O)Nc2cc(S(=O)(=O)N3CCOCC3)ccc2N2CCN(C)CC2)cn1,-2%,-30%,-2%,-22%,1.1,63,-0.2%,-1.9%,i,43,i,0.4
CC(C)(C)C1CCc2c(sc(N)c2C(N)=O)C1 (stereo unspecified),15%,-17%,13%,30%,x,x,-0.2%,6.9%,i,35,i,0.6
Cc1ccc(C(=O)Oc2ccc(/C=N/NC(N)=O)cc2)cc1,0%,-8%,-4%,-11%,-0.1,36,1.0%,0.3%,i,26,i,0.3
Cc1nn2c(-c3ccccn3)ccnc2c1Br,4%,14%,-8%,-41%,0.0,57,-0.3%,-5.3%,i,58,i,0.5
CCN(CC)c1ccc(C(=O)OCC(=O)NCC2CCCO2)cc1 (stereo unspecified),2%,-10%,17%,4%,0.7,86,0.0%,-5.1%,i,26,i,1.5
O=S(=O)(c1ccccc1)c1nc(-c2ccco2)oc1NCCN1CCOCC1,8%,18%,14%,6%,-0.4,61,0.2%,1.6%,i,49,i,0.8
CC(=O)Nc1ccc(NC(=O)C2CC(=O)N(Cc3ccccc3)C2)cc1 (stereo unspecified),0%,-2%,2%,-22%,-0.6,62,0.2%,0.4%,i,48,i,0.2
CCOC(=O)N(NC(=O)C(O)(c1ccccc1)c1ccccc1)c1ccccc1,-20%,30%,-4%,-25%,0.4,44,0.2%,-2.3%,i,26,i,0.7
CC(=O)NCC(=O)OCC(=O)c1ccccc1,12%,-2%,-4%,3%,-1.5,49,0.0%,-2.4%,i,66,+,6.0*
COc1ccc(C2NN=C(c3ccc(C)cc3)S2)cc1 (stereo unspecified),-79%,-9%,4%,0%,x,x,1.4%,-3.7%,i,34,i,0.5
Cc1cc(C)c2nc(SCC(=O)NCC3CCCO3)c(C#N)cc2c1 (stereo unspecified),-4%,-2%[20 µM],1%,29%,0.2,55,-0.2%,x,i,29,i,0.5
CCOC(=O)C1=C(O)c2ccccc2C(=O)/C1=C\c1ccc(CC)cc1,-12%,-7%,21%,15%,x,x,-0.2%,5.1%,i,22,+,13*
Cc1cccc(NC(=S)NNC(=O)c2ccco2)c1,-6%,-42%,-3%,-26%,-0.5,57,0.2%,4.1%,i,15,i,4.7
Cc1ccc(N/N=C/c2c(O)cc(C)oc2=O)cc1,-61%,21%,20%,-109%,0.3,61,-0.2%,-1.2%,i,52,i,0.6
COc1ccc(N(CCCN2C(=O)c3cccc4cccc(c34)C2=O)C(=O)c2cccc(OC)c2)cc1,13%,3%,8%,26%,3.4,49,1.0%,0.1%,i,45,i,0.5
CCCCC(=O)N(CCOC)c1nnc(-c2cccnc2)s1,-4%,-29%[20 µM],2%,-19%,0.3,43,0.2%,x,i,52,i,0.6
COc1cc(NC(=O)C2CCCN(c3ncccn3)C2)cc(OC)c1 (stereo unspecified),6%,2%,0%,2%,0.6,96,-0.3%,-2.9%,i,32,i,1.0
COc1cc(/C=C2\SC(=S)N(NS(=O)(=O)c3ccc(C)cc3)C2=O)ccc1O,15%,16%,4%,4%,3.2,54,-0.2%,-6.0%,i,54,i,1.5
